Screening results (PubChem)
S3 lipid droplet: qHTS Assay for Lipid Storage Modulators in Drosophila S3 Cells; 320,000 compounds, 0.64% hits; Potency in µM for hits, for the others lipid storage change, negative = inhibition, % at the top dose, mostly 46.1 µM; AID 2685; Drosophila S3 cells, BODIPY lipid droplet fluorescence, 18-24 h; cells fed with added oleic acid; active = well fitted inhibition curve with a large enough effect in the signal ratio, with a control signal flat, not every such curve was filed as active; inconclusive = small, poorly fitted or top-dose-only effect, or effect the other way, or a change in a side signal; the % refers to the signal ratio
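Drosophila S3 cells loaded with oleic acid (400 uM, as added) and compounds at several concentrations; lipid droplets imaged by 488-nm laser-scanning cytometry, 500–530 nm intensity and object ratio to cell channel. Percent activity normalized to 20 uM Triacsin C.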
S3 lipid droplet cell count max: second read-out of S3 lipid droplet, no call of its own (marks repeat the call); cell number change, %; measured here: cell count max response;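 cells counted by Cell Tracker Red CMTPX staining in the red channel; peak over a dose series mostly up to 46.1 µM; percent activity relative to internal control wells on each plate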
An asterisk follows results filed as active; i = inactive; ? = inconclusive; nt = not tested or not shown. % is scaled to controls: 0 for no effect and ±100 for the full control effect; potency is read from the fitted curve at half-maximal effect. These rows are one share of the data; rates above refer to the full screens.

mol | S3 lipid droplet | S3 lipid droplet cell count max
O=C(Cc1csc(-c2ccc(F)cc2)n1)Nc1cccc(S(=O)(=O)NC2=NCCC2)c1 | ? | nt
CC(C)CN(C(=O)CCC(=O)OCC(=O)c1ccc(F)c(F)c1)c1c(N)n(CC(C)C)c(=O)[nH]c1=O | -5.6% | 8.2
Cc1ccc(CSc2nnc(SCC(=O)N/N=C/c3c[nH]c4ccccc34)s2)cc1 | ? | nt
COc1cc(C(=O)NC(C)C2CC3CCC2C3)cc(OC)c1OC (stereo not drawn) | ? | nt
CC(=O)Nc1ccc(SC(C)C(=O)NC(N)=O)cc1 (stereo not drawn) | 29.1µM* | -18.8*
CC(C)(C)C(=O)C[n+]1ccc(C(N)=O)cc1 | -1.0% | -6.2
CCCCC(=O)NS(=O)(=O)c1ccc(N=NN2CCOCC2)cc1 | 1.2% | -7.3
CCOc1cc(C(=O)Nc2cccc(C(C)=O)c2)ccc1OCC(=O)N1CCCCC1 | ? | nt
Cc1ccc(C)c(C(=O)CCC(=O)OCn2nnc3ccccc3c2=O)c1 | ? | nt
CC1(C)C(=O)C2(CCCCC2)C(=O)OC1c1cccc([N+](=O)[O-])c1 (stereo not drawn) | ? | nt
CCc1ccccc1NC(=O)CN(C)S(=O)(=O)c1ccc2c(c1)c(=O)n(C)c(=O)n2C | ? | nt
COc1ccc(S(=O)(=O)N2CCCCCC2)cc1C(=O)N(C)Cc1ccc(C(C)(C)C)cc1 | ? | nt
COCCNC(=S)Nc1ccc(S(=O)(=O)Nc2ncccn2)cc1 | 6.4% | nt
Cc1cccc(C(=O)Nc2cccc(C(=O)N/N=C/c3ccccn3)c2)c1 | -9.5% | 3.8
O=[N+]([O-])c1ccc(Cl)c(NC(=S)N2CCCC2)c1 | ? | nt
CC(=O)Nc1ccc(NC(=O)c2nc(S(=O)(=O)Cc3cccc(C)c3)ncc2Cl)cc1 | ? | nt
CC(C)(c1ccccc1)c1ccc(OCC2CO2)cc1 (stereo not drawn) | ? | nt
CCC1(c2ccccc2)NC(=O)N(CC(=O)NCc2ccccc2OC)C1=O (stereo not drawn) | i | 2.8
CCN(c1ccccc1)S(=O)(=O)c1ccc(Cl)c(NC(=O)COC(=O)c2ccc(O)cc2)c1 | ? | nt
CCOc1cc(CNCC2CCCO2)cc(Br)c1OCC(N)=O (stereo not drawn) | 6.3% | 5.2
COc1ccccc1NC(=S)N(Cc1ccco1)Cc1cc2cccc(C)c2[nH]c1=O | ? | nt
c1ccc(CSc2ccc(-c3cccnc3)nn2)nc1 | 1.4% | 2.5
Cc1ccc(C(=O)Nc2onc(C)c2C#N)cc1 | i | nt
CCOc1ccc(Cn2ccnc2CCl)cc1[N+](=O)[O-] | ? | nt
CC1CC(C)(C)NC(=S)N1CC(=O)NCc1ccc2c(c1)OCO2 (stereo not drawn) | ? | nt
COc1cc(OC)cc(C(=O)NCC(=O)Nc2ccc(OC)c(Cl)c2)c1 | ? | nt
O=C1NC(c2ccccc2)C(C(=O)c2cccs2)=C1O (stereo not drawn) | i | 9.3
Cc1cc(C)c2[nH]c(=O)c(CN(C(=O)C3CCCO3)C3CCCC3)cc2c1 (stereo not drawn) | 3.4% | 9.8
Cc1ccc2c(c1)C(c1ccccc1)CC(=O)O2 (stereo not drawn) | -3.6% | -2.4
O=C(CN(C(=O)c1csnn1)c1cccc2ccccc12)NCc1ccccc1 | ? | nt

Given with two lines to a compound: three of the compounds above.
The line under a structure holds: S3 lipid droplet | S3 lipid droplet cell count max
> O=C1NC(c2ccccc2)C(C(=O)c2cccs2)=C1O (stereo not drawn)
    i | 9.3
> CCc1ccccc1NC(=O)CN(C)S(=O)(=O)c1ccc2c(c1)c(=O)n(C)c(=O)n2C
    ? | nt
> COc1ccc(S(=O)(=O)N2CCCCCC2)cc1C(=O)N(C)Cc1ccc(C(C)(C)C)cc1
    ? | nt

Next structures follow:
mol | S3 lipid droplet | S3 lipid droplet cell count max
O=C(/C=C/c1ccc2ccccc2n1)N1CCN(S(=O)(=O)c2ccc(F)cc2)CC1 | 5.7% | -12.3
Cc1ccc(C)c(Cn2c(=O)n(CCCC(=O)NCc3ccco3)c(=O)c3ccccc32)c1 | 8.2% | -11.1
CC(C)(C)OC(=O)NNc1c2ccccc2nc2ccccc12 | ? | nt
Cc1ccc(S(=O)(=O)N2CCN(C(=O)c3ccnn3C)CC2)cc1C | ? | nt
CSC1=NS(=O)(=O)c2c(C)nn(C)c2S1 | -16.6% | -14.7
COc1ccccc1N1CCN(C2CCCN(Cc3ccccc3OCCO)C2)CC1 (stereo not drawn) | -14.8% | -3.1
O=S(=O)(NC(=S)Nc1ccccc1)c1ccc(F)cc1 | ? | nt
CC1(C)CC(=O)C(C=NCCc2ccccn2)=C(O)C1 | ? | nt
CC1=C(C(=O)Nc2ccccn2)C(c2cn(C)nc2C)C2=C(CCCC2=O)N1 (stereo not drawn) | ? | nt
O=C(NC(=S)Nc1ccccc1N1CCOCC1)c1ccco1 | 5.8% | 0.7
COc1ccc2nc(NC(=O)c3cc(S(=O)(=O)N4CCOCC4)ccc3C)sc2c1 | ? | nt
COc1cc(C(=O)NC2CCN(CC(=O)Nc3cccc(C)c3C)CC2)cc(OC)c1OC | ? | nt
CC(=O)Nc1ccc(S(=O)(=O)N2CCN(c3ccccn3)CC2)cc1 | ? | nt
CC1=NN(Cc2ccccc2)C(=O)C1C(c1ccccc1)C(C#N)C#N (stereo not drawn) | -20.3% | -4.1
Cc1ccc(C)c2nc(N3CCCC3)c(C#N)cc12 | ? | nt
CC1=CCP(=O)(c2ccccc2)C1 (stereo not drawn) | ? | nt
Cc1cc(C)cc(N(C(=O)c2snc(C(N)=O)c2N)C(C(=O)NCC2CCCO2)c2cccs2)c1 (stereo not drawn) | 2.1% | 6.2
CCS(=O)(=O)c1ccc(O)c(NC(=O)/C=C/c2ccc(Cl)cc2)c1 | 0.5% | -8.0
CC1CCN(c2ccc([N+](=O)[O-])cc2C(=O)NCC2CCCO2)CC1 (stereo not drawn) | ? | nt
COc1ccc(OC)c(CN2CCN(c3ccc(S(=O)(=O)N4CCCC4)cn3)CC2)c1 | ? | nt
N#Cc1c(C(F)(F)F)cc(-c2cccs2)nc1N1CCCCC1 | -8.7% | -10.9
Nc1nc2ccc(S(=O)(=O)N3CCCCC3)cc2s1 | ? | nt
Cc1ccc(/C(N)=N/OC(=O)Oc2ccccc2)cc1 | ? | nt
O=C(C(Cc1ccccc1)n1cccc1)N1CCCCC1 (stereo not drawn) | ? | nt
CC(NC(=O)CN(C)Cc1nc2ccccc2c(=O)[nH]1)c1ccccc1 (stereo not drawn) | i | nt
C=CCNc1nc(-c2ccc(Cl)cc2)cs1 | ? | nt
CSc1nc(C)cc(SCC(=O)N/N=C/c2ccccc2)n1 | 25.0% | 24.4
CN(CC(=O)Nc1ccc(Cl)cc1)S(=O)(=O)c1ccc2c(c1)n(C)c(=O)c(=O)n2C | ? | nt
O=C(O)CSC(C(=O)Nc1ccc(Br)cc1)c1ccc(Cl)cc1 (stereo not drawn) | -25.1% | 1.3
Cc1cccc2sc(N(CCCN(C)C)C(=O)CN3C(=O)c4ccccc4C3=O)nc12 | 1.7% | 2.2

Later entries:
mol | S3 lipid droplet | S3 lipid droplet cell count max
Cc1ccc(S(=O)(=O)CC(O)COc2ccc(F)cc2Cl)cc1 (stereo not drawn) | ? | nt
COCCCNC(=O)Cc1coc2ccc3ccccc3c12 | 0.9% | -10.6
CC(C)(CNC(=O)Cc1ccc(Br)cc1)N1CCOCC1 | -36.9% | 25.6
Cc1nn2cnnc2c(C)c1Cc1ccc(Cl)cc1 | 12.0% | -1.5
C[C@]12CCC(O)CC1=CCC1C2CC[C@]2(C)/C(=N\NC(N)=S)CCC12 (stereo partly drawn) | 12.3% | 7.6
CCCCCCn1c(SCCCC)nc2c1c(=O)[nH]c(=O)n2C | ? | nt
COc1cc2c(c(OC)c1OC)-c1c(cc3c(c1O)OCO3)C[C@@H](C)[C@@H](C)C2 | ? | nt
COc1ccccc1CCc1nnc(CCC(=O)NC(C)Cc2cccs2)o1 (stereo not drawn) | -8.7% | -17.4
O=C(COc1ccc(Cl)cc1)Nc1ccc(Cl)cn1 | ? | nt
Cc1ccc(S(=O)(=O)N2CCOCC2)cc1C(=O)Nc1ccc(N2CCCCCC2)cc1 | ? | nt
CCOC(=O)CCCc1ccc(/C(C)=N/NC(N)=S)cc1 | ? | nt
O=C(CSc1ncn[nH]1)N1CCN(S(=O)(=O)c2ccc(Cl)cc2)CC1 | ? | nt
CN(C)CC(C)(C)NS(=O)(=O)c1ccc(Cl)cc1 | ? | nt
CCOc1cc(C2C3=C(CC(C)(C)CC3=O)Nc3n[nH]c(C)c32)ccc1O (stereo not drawn) | 11.4% | nt
COc1cc(OC)cc(C(=O)NCCCN2CCN(CCCNC(=O)c3cc(OC)cc(OC)c3)CC2)c1 | 22.6% | 29.3
Cc1cc(C)c(OCCN2CCOCC2)c(Cl)c1 | i | 24.0
CCOc1ccccc1NC(=S)N1CCN(c2cccc(OC)c2)CC1 | ? | nt
O=C(N/N=C/c1cccc(O)c1)N/N=C/c1cccc(O)c1 | ? | nt
CC1(C)CC(=O)C2=C(C1)OC1=C(C(=O)CC(C)(C)C1)C2c1cc([N+](=O)[O-])cc([N+](=O)[O-])c1O | -16.4% | -4.8
Cc1ccc(-c2oc3ncnc(N)c3c2-c2ccc(C)cc2)cc1 | ? | nt
COc1ccc(NC(=O)C(NC(=O)c2ccc(=O)[nH]c2)c2ccc(C)cc2)cc1 (stereo not drawn) | 5.4% | -0.6
C/C(=N\NC(=O)C(N)=O)c1ccc(NC(=O)c2cccs2)cc1 | -2.1% | nt
CNC(=O)c1cc(C(=O)c2ccc(C(F)(F)F)cc2F)c[nH]1 | ? | nt
Cc1ccc(CSCc2ccc(C(=O)NCCC(C)C)o2)cc1 | i | 25.1
Cc1[nH]c(N=Nc2ccccc2)nc1N=Nc1ccccc1 | ? | nt
O=c1ccc(-c2ccc(S(=O)(=O)Nc3cccc([N+](=O)[O-])c3)s2)n[nH]1 | ? | nt
Cc1cc(SCC(=O)N/N=C/c2ccc(O)c(O)c2)nc2ccccc12 | ? | nt
Cc1cc(NC(=O)CN(C)S(=O)(=O)c2cnc[nH]2)ccc1Br | ? | nt
CCN(CC)S(=O)(=O)c1ccc2c(c1)nc(CCC(=O)OCC(=O)Nc1c(F)cccc1F)n2C | 20.7% | -20.1
COc1ccccc1CNCC(O)(c1ccc(F)cc1)c1ccc(F)cc1 | ? | nt

(cont.)
mol | S3 lipid droplet | S3 lipid droplet cell count max
O=C(NCc1ccc2c(c1)OCO2)c1ccc(CSCc2ccccc2Cl)o1 | -12.6% | -3.7
CC(=O)N1Cc2ccccc2C(C)CC12CCCCC2 (stereo not drawn) | ? | nt
Cc1c(Cl)cccc1N/C(=N/S(=O)(=O)c1cccs1)c1ccccc1 | -14.7% | -21.1
OCC[C@@H]1C[C@H](O)[C@@H](O)[C@]2(Cc3ccccc3O2)O1 | ? | nt
COc1cccc(Nc2nc(N)c([N+](=O)[O-])c(N3CCOCC3)n2)c1 | 13.2% | 11.1
COc1cccc(CN2CCNC(=O)C2CC(=O)NCCCN2CCCC2=O)c1 (stereo not drawn) | -23.4% | nt
CC(=O)Nc1ccc(NS(=O)(=O)c2cc(-c3cnc(C4CC4)o3)ccc2C)cc1 | ? | nt
NC(=O)[C@@H]1[C@@H]2C(=O)N(c3ccc(F)cc3)C(=O)[C@@H]2[C@H]2C=Cc3ccccc3N21 | ? | nt
Cc1ccc(S(=O)(=O)NC2=NCN(CCOC(=O)c3ccccc3)CN2)cc1 | i | 17.4
O=C1CC(C(=O)N2CCCc3ccccc32)CN1c1ccc(F)cc1 (stereo not drawn) | i | 9.1
O=C1C(=O)N(CNc2cccnc2)c2ccccc21 | -14.2% | -24.3
CC1=C(C(=O)N2CCCC(CCC(=O)NCc3ccc(F)c(F)c3)C2)OCCO1 (stereo not drawn) | -14.6% | -11.6
COc1cc(C2c3c(-c4ccccc4)n[nH]c3C(=O)N2c2ccc(C(=O)O)cc2)ccc1O (stereo not drawn) | ? | nt
CCOc1ccc(-n2c(SC)nc3c(c2=O)SCC3)cc1 | ? | nt
CCc1cc(C(=O)OC)c(NC(=O)CC2NCCNC2=O)s1 (stereo not drawn) | ? | nt
Cc1ccc(CC(=O)O/N=C(\N)c2ccncc2)cc1 | ? | nt
COc1ccc(C(C)=O)cc1COc1cccc2c1OC(C)(C)C2 | ? | nt
COc1ccc(F)cc1S(=O)(=O)Nc1cc2c3c(c1)CCN3C(=O)CC2 | ? | nt
COCCSc1ccccc1C(=O)N1CCc2ccccc21 | i | -22.0
CCOc1ccc2[nH]c3c(=O)n(CCC4=CCCCC4)cnc3c2c1 | 12.8% | -8.4
O=C(Nc1ccc(C(F)(F)F)cc1)c1cc(S(=O)(=O)NCC2COc3ccccc3O2)ccc1F (stereo not drawn) | ? | nt
COc1ccccc1NC(=O)COC(=O)c1cnccn1 | i | -16.3
CCOC(=O)c1cnc2ccccc2c1Nc1ccc(C(=O)O)cc1 | ? | nt
COc1ccc(/C=C/C(=O)Nc2ccccc2C(N)=O)cc1S(=O)(=O)N1CCOCC1 | ? | nt
CNc1ccc(Br)cc(C(=O)/C=C/c2ccc(Cl)cc2Cl)c1=O | ? | nt
Cc1ccc(NC(=S)NNS(=O)(=O)c2ccc3ccccc3c2)cc1Cl | -5.7% | 1.2
